SENP8 inh: SENP8 (human) protease inhibition; Q96LD8; inhibition, % at 20 µM; 0.64% of 360,000 active; recombinant SENP8, Nedd8 substrate fluorescence; in the data active = inhibition mostly above about 40%, no sharp cut-off; inactive = mostly below about 27%
Target sequence (Q96LD8 whole entry, looked up): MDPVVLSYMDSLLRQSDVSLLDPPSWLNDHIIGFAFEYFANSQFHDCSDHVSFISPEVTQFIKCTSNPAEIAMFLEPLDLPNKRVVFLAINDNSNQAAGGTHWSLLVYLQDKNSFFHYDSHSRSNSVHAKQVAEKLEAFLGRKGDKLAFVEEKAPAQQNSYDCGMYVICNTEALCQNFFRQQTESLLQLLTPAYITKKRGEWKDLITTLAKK
SENP1 FRET inh: inhibitors of human SENP1 SUMO protease catalytic domain; 0.21% of 360,000 active; recombinant SENP1 catalytic domain, CyPet-SUMO1-YPet FRET cleavage; inhibition, % at 10 µM; Q9P0U3;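 active = inhibition at least 30% at 10 µM, raw YFP signal under a set limit, fluorescence ratio 0.5 to 1.5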;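 also: 0% = enzyme with DMSO and 100% = no enzyme wells; some results filed as inactive read as strong as hits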
Target sequence (Q9P0U3 419-644 limits assumed): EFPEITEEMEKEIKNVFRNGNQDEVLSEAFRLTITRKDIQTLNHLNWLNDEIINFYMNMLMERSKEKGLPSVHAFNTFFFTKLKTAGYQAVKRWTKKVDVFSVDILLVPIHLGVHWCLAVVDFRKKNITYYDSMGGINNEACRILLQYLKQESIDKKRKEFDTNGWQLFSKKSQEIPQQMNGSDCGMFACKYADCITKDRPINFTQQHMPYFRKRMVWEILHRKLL
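Material – human SENP1 catalytic domain · Input – SENP1 enzyme, 20 pM final · Compound dosing – single concentration of 10 µM compound, 0.5% DMSO final · Timing – enzyme reaction for 50 min at room temperature, dark · Measured by – FRET fluorescence in CFP and YFP emission channels · Control set – no-enzyme wells low, DMSO-plus-enzyme wells high control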
Active calls of the source: *. This is a subset (hit frequency here may not be typical).

Compound,SENP8 inh,SENP1 FRET inh
CCOC(=O)C1(C)CCCCN1C(=O)c1ccc(N(C)C)cc1 (stereo not drawn),11.2,1.7
OC[C@@H]1CN(CCN2CCOCC2)C[C@H](n2cnc3c(N4CCCC4)ncnc32)O1,15.8,-0.6
COc1cccc(CN2CCC2(C)C(=O)Nc2cccc(Oc3ccccc3)c2)c1F (stereo not drawn),5.2,4.6
COc1ccc(CNC(=O)c2ccc(-c3cccnc3)c3ccoc23)cc1OC,4.1,1.5
Cc1ccc(S(=O)(=O)N2C3CCCCC3O[C@H]2CC(=O)c2cccs2)cc1 (stereo partly drawn),14.7,0.3
COC(=O)c1ccc2nc(C3CCCCC3)c(Cc3ccccc3C(F)(F)F)n2c1,-273.8,-4.3
CCc1nc2ccc(C(=O)N(C)CCN(C)C)cn2c1N(CC)C(=O)NCCc1ccccc1,2.7,1.2
CC(=O)OC[C@@H]1CN(Cc2ccccc2)C[C@H](n2cnc3c(N4CCOCC4)ncnc32)O1,7.8,-2.5

(continued)
Compound,SENP8 inh,SENP1 FRET inh
O=C(NC(c1ccc(Cl)cc1)c1ccsc1)C1CCN(Cc2cccc(Cl)c2)CC1 (stereo not drawn),10.1,-0.5
Fc1cc(Cl)ccc1Nc1nc(NCc2ccccc2)nc2ccsc12,-478.6,-2.2
Cn1c(=O)c2cc(NC(=S)NCc3ccccc3F)ccc2n1Cc1ccc(F)cc1,-470.9,-0.3
COCc1cccc(-c2csc(C(NC(C)=O)c3ccccc3)n2)c1 (stereo not drawn),2.6,1.0
CS(=O)(=O)Nc1cccc(NC(=O)C2Cc3c(-c4cccc(C(N)=O)c4)ccnc3O2)c1 (stereo not drawn),14.7,0.9
Cc1cc(Br)cn2c(Cc3ccsc3)c(-c3cccc(Cl)c3)nc12,9.6,0.8
COc1ccc(-c2ccc(C(=O)NCc3ccc(N4CCN(C)CC4)cc3)c3occc23)c(C)c1,20.3,1.1
CCCCC1Cc2[nH]c(=S)[nH]c(=O)c2C(c2ccc(Cl)cc2)O1 (stereo not drawn),2.7,-1.4

The list goes on (6 carried over from the part before).
Compound,SENP8 inh,SENP1 FRET inh
Cn1c(=O)c2cc(NC(=S)NCc3ccccc3F)ccc2n1Cc1ccc(F)cc1,-470.9,-0.3
COCc1cccc(-c2csc(C(NC(C)=O)c3ccccc3)n2)c1 (stereo not drawn),2.6,1.0
CS(=O)(=O)Nc1cccc(NC(=O)C2Cc3c(-c4cccc(C(N)=O)c4)ccnc3O2)c1 (stereo not drawn),14.7,0.9
Cc1cc(Br)cn2c(Cc3ccsc3)c(-c3cccc(Cl)c3)nc12,9.6,0.8
COc1ccc(-c2ccc(C(=O)NCc3ccc(N4CCN(C)CC4)cc3)c3occc23)c(C)c1,20.3,1.1
CCCCC1Cc2[nH]c(=S)[nH]c(=O)c2C(c2ccc(Cl)cc2)O1 (stereo not drawn),2.7,-1.4
CCCc1nc2cc(C)c(Br)c(C)n2c1CC1CCCCC1,5.7,-0.7
O=C(/C=C/[C@H]1O[C@@H](n2ccc(=O)[nH]c2=O)[C@H](O)[C@@H]1O)NCCN1CCCCC1,15.3,4.6
CCOC(=O)[C@]12CCCC=C1N(Cc1ccco1)C(=O)[C@H](CC(=O)N1CCSCC1)C2,19.8,2.8
COc1ccc(Br)c(Cn2c(C)c(C(=O)NCc3cccc([N+](=O)[O-])c3)sc2=O)c1,6.1,-3.2
COc1ccccc1C(NC(=O)C1CCN(CCOc2ccc3ccccc3c2)CC1)c1ccccn1 (stereo not drawn),12.7,-2.6
COc1cc(C(O)c2nc(-c3ccc(N(C)C)cc3)cs2)ccc1F (stereo not drawn),-24.7,0.9
COc1ccccc1CCn1cnc(Cc2ccccc2)c1C(C)C,-19.5,-9.8
CCCCCCCCN1C(=O)[C@H](CC(=O)N2CCN(C(=O)c3ccco3)CC2)C[C@@]2(C(=O)OC)CCCCC=C12,8.6,1.4

Next section.
Compound,SENP8 inh,SENP1 FRET inh
COc1ccccc1CNc1nc(Nc2ccc(C)cc2C)c2sccc2n1,-79.8,-0.9
CN(Cc1ccccc1)C(=O)C1(C)CCN1C(=O)Cc1ccc(Cl)cc1Cl (stereo not drawn),9.9,-0.3
C[C@H](NC(=O)/C=C/[C@H]1O[C@@H](n2ccc(=O)[nH]c2=O)[C@H](O)[C@@H]1O)C(=O)O,16.8,3.2
CCOC(=O)C1=C(C)N=c2sc(=Cc3ccc(OCC(=O)O)cc3)c(=O)n2C1c1ccc(SC)cc1 (stereo not drawn),-77.7,-29.6
Cc1ccc(C)c(C(O)c2ncc(-c3ccccc3)[nH]2)c1 (stereo not drawn),14.2,2.1
COc1ccc(C(C(=O)NC2CCCCC2)n2c(=O)c(-c3ccco3)nc3ccccc32)cc1 (stereo not drawn),-397.6,-49.7
CCCCCc1c(-c2ccc(Br)cc2)ncn1CCc1ccccc1OC,2.9,0.6
COc1cc(NC(=O)c2ccc(-c3ccc(F)c(F)c3)c3ccoc23)cc(OC)c1OC,-3.5,1.7

Next section.
Compound,SENP8 inh,SENP1 FRET inh
CC1(C(=O)NC2CCCCC2)CCC(=O)N1CCOc1ccccc1 (stereo not drawn),24.9,-2.4
COc1cccc(CNc2nc3cc(-c4cscc4C)sc3c(=O)n2C)c1,-39.6,-1.2
CC1(C(=O)NCc2cccc(Cl)c2)Cc2c(-c3ccccc3)ccnc2O1 (stereo not drawn),-1.7,6.5
CCCCc1c(-c2ccc(Cl)cc2)ncn1CCc1ccccc1OC,11.4,-0.9
O=C(Nc1ccccc1)OCCc1ccccc1,7.8,0.5
CCOC(=O)[C@]12CCCC=C1N(Cc1ccco1)C(=O)[C@H](CC(=O)N1CCC(c3ccccc3)CC1)C2,8.6,0.8
CC1(Cc2ccccc2C#N)C(=O)Nc2ccc(OC(F)(F)F)cc21 (stereo not drawn),15.4,-0.9
CC1=C(C(=O)N2CCOCC2)CC(CC(=O)NCc2cccs2)C(=O)N1Cc1ccccc1 (stereo not drawn),1.9,1.3

The list continues:
Compound,SENP8 inh,SENP1 FRET inh
CC1(C(=O)Nc2cnc3ccccc3c2)CCN1C(=O)CC(c1ccccc1)c1ccccc1 (stereo not drawn),10.1,3.0
O=C1NC[C@H](CCCCN2CCN(CCc3ccccc3)C(=O)C2=O)N(CCC2CCCCC2)C1=O,11.4,0.8
COc1cccc(NC(=O)C2(C)CCN2Cc2ccc(OC)c3ccccc23)c1 (stereo not drawn),12.8,1.9
O=C(NC1CCCCC1)C(C1CC1)n1c(=O)c(-c2ccco2)nc2ccccc21 (stereo not drawn),-404.4,-26.5
Cc1cc2nc(C(C)(C)C)c(Cc3ccsc3)n2c(C)c1Br,-4.6,-8.5
CC1(C(=O)NS(=O)(=O)c2ccc(Cl)cc2)CCN1C(=O)Cc1cccc2ccccc12 (stereo not drawn),11.4,1.1
CC(C)(C)NC(=O)C1c2ccccc2OCC(=O)N1Cc1ccc2c(c1)OCO2 (stereo not drawn),8.7,1.7
CN1C(=O)c2c(C(=O)Nc3ccc(Oc4ccncc4)cc3)[nH]c(-c3ccccc3)c2C1=O,-47.8,-127.7

New compounds follow.
Compound,SENP8 inh,SENP1 FRET inh
CCC(=O)Nc1ccc2c(c1)OC[C@@H](C)N(C(=O)c1ccccn1)C[C@@H](C)[C@@H](OC)CN(C)C2=O,7.8,1.3
CCCCC[C@@H](C)N1C[C@H](COCc2ccccc2)Oc2cc(N3CCC[C@H]3COC)ccc2S1(=O)=O,13.6,-2.7
CCCCC[C@@H](C)N1C[C@H](COCc2ccccc2)Oc2cc(N3CC[C@@H](O)C3)ccc2S1(=O)=O,14.9,0.3
Cc1cccc(CN2CCN(C3CN(Cc4cn(Cc5cc(C)cc(C)c5)nn4)S(=O)(=O)C3)CC2)c1 (stereo not drawn),13.1,0.1
COc1cccc(-c2cnc3c(NC(C)=O)cc(-c4ccncc4)cn23)c1,-171.2,-2.5
O=C(Nc1ccc(F)c(Cl)c1)Nc1nnc([C@@H]2O[C@H](CO)[C@@H](O)[C@H]2O)s1,4.2,-0.2
Cc1cc(F)ccc1C(O)c1ncc(-c2ccccc2)[nH]1 (stereo not drawn),-6.9,0.4
CC(C)(C)c1ccc(C(=O)N2CCC2(C)C(=O)Nc2ccc3nc[nH]c3c2)cc1 (stereo not drawn),1.2,-1.5

The listing continues.
Compound,SENP8 inh,SENP1 FRET inh
C=C1C(=O)C23C(O)C1CCC2C12COC3(O)C(O)C1C(C)(C)CCC2O (stereo not drawn),3.6,0.7
COC(=O)[C@@]12C[C@@H](CC(=O)N3CCSCC3)C(=O)N(Cc3ccco3)C1=CCC(C)(C)C2,15.1,-0.8
O=C1NC[C@@H](CCCCN2C[C@H](Cc3ccc(O)cc3)N(CCC3CCCCC3)C(=O)C2=O)N(CC2CCCCC2)C1=O,14.5,-2.9
COCCN1C[C@@H](CO)O[C@@H](n2cnc3c(NC(C)C)ncnc32)C1,14.6,-0.3
CCCCNC(=O)c1nc(-c2ccncc2)oc1-c1ccccc1,-409.7,-16.5
CCC(C(=O)NCc1ccccc1)n1c(C2CCN(C(C)=O)CC2)nc2ccccc21 (stereo not drawn),21.1,3.4
C[C@H](NC(=O)[C@@H]1CCCN1C(=O)[C@@H]1CCCN1C(=O)c1cccc(Cl)c1)c1ccccc1,9.2,2.8
Cc1cc(C)cc(C(O)c2ncc(-c3ccccc3C(F)(F)F)[nH]2)c1 (stereo not drawn),9.7,-1.2

(continued)
Compound,SENP8 inh,SENP1 FRET inh
CC(C)(C)c1ccc(C(O)c2ncc(-c3ccc(F)cc3)[nH]2)cc1 (stereo not drawn),3.5,0.4
Cc1cnc(C)c(Nc2nc(C(N)CCc3ccccc3)cs2)n1 (stereo not drawn),-161.5,-13.7
O=C1Cc2ccccc2C(=O)N1,80.9*,-9.2
Nc1sccc1C(=O)NC1CC1,23.3,-1.5
CCOC(=O)N1CCN(C(=O)C[C@@H]2C[C@@]3(C(=O)OC)CCCCC=C3N(CCC3=CCCCC3)C2=O)CC1,14.2,2.8
CCOC(=O)N1CCN(C(=O)C[C@@H]2C[C@@]3(C(=O)OCC)CCC=C3N(Cc3ccc(Cl)cc3Cl)C2=O)CC1,10.5,2.5
COc1ccc(Cl)c(-c2cc(C(=O)NCc3ccc(C(F)(F)F)cc3)[nH]n2)c1,3.5,1.0
Nc1[nH]c(C(=O)c2ccccc2)c(-c2ccc(Cl)cc2Cl)c1C(=O)c1ccc(Br)cc1,13.9,-6.5

New compounds follow.
Compound,SENP8 inh,SENP1 FRET inh
CSc1ccc(CN2CCC(C)(Oc3ccc(F)cc3)C2)cc1 (stereo not drawn),21.5,-0.8
O=C(Nc1cccc(OC(F)(F)F)c1)C1Cc2c(-c3ccc4c(c3)OCO4)ccnc2O1 (stereo not drawn),-87.1,1.3
CCc1nc2ccc(C(=O)N(CC)CCN(C)C)cn2c1N(C)C(=O)C1CCCCC1,7.7,-0.8
CCCCC(=O)N(C)c1c(C)nc2ccc(C(=O)N3CCN(C(=O)c4ccco4)CC3)cn12,0.5,-0.9
CCCCNS(=O)(=O)c1cccc(NC(=O)[C@H]2C[C@H](O)[C@@H](CO)O2)c1,16.0,0.1
CC(C)CC(N)c1csc(Nc2cnccn2)n1 (stereo not drawn),-19.4,-1.1
CC(C)C[C@@H]1Cc2[nH][nH]c(=O)c2[C@H](C)O1,17.2,-0.6
CC(C)n1c(=O)c2ccccc2n1Cc1cn(Cc2cccnc2)nn1,-376.5,0.9

The list continues:
Compound,SENP8 inh,SENP1 FRET inh
CCCS(=O)(=O)NC(=O)C1(C)CCCN(C(=O)CSc2ccccc2)C1 (stereo not drawn),19.3,3.2
CCOC(=O)N1CCN(C(=O)C[C@@H]2C[C@@]3(C(=O)OCC)CCCC=C3N(Cc3ccco3)C2=O)CC1,23.6,2.1
CC(C)[C@H](NC(=O)OC(C)(C)C)c1cc(C(=O)N[C@@H](C)c2ccccc2)c(N)s1,-2.6,1.1
CCOC(=O)[C@]12CCCC=C1N(Cc1ccc3c(c1)OCO3)C(=O)[C@H](CC(=O)NCCCCc1ccccc1)C2,12.7,-1.3
C[C@H]1CNC(=O)c2c(C(=O)NC3CCN(C(=O)OC(C)(C)C)CC3)ncn21,16.2,4.6
COC(=O)[C@]12CCCCC=C1N(Cc1cccc3ccccc13)C(=O)[C@H](CC(=O)NCCC(C)C)C2,20.2,2.7
CC1(C(=O)NCC2CC2)CCN1C(=O)C1(c2ccc(Cl)cc2)CC1 (stereo not drawn),17.8,0.9
O=c1ccn(C2CCCCC2)c(=O)[nH]1,-0.7,4.1

New compounds follow.
Compound,SENP8 inh,SENP1 FRET inh
COc1ccccc1-c1cnc(C(O)c2c(C)cccc2C)[nH]1 (stereo not drawn),10.6,-0.1
Nc1ncnc2c1ccn2[C@H]1CN(Cc2ccc3c(c2)OCO3)C[C@@H](CO)O1,13.7,1.5
CCOC(=O)C1(C)CCCN1C(=O)c1ccc(C)cc1 (stereo not drawn),19.0,5.5
CC(=O)Nc1ccc(CN(C)c2c(C)nc3ccc(C(=O)N(C)Cc4ccccc4)cn23)cc1,-2.4,-1.7

Screening data deposited in PubChem BioAssay by Sanford-Burnham Center for Chemical Genomics.
